GLP1R inv ag – qHTS of GLP-1 Receptor Inverse Agonists (Inhibition Mode); actives 1.6% (n = 410,000); Glucagon-like peptide 1 receptor (Homo sapiens), P43220; HEK293 GLP-1R CRE-luciferase, luminescence, 24 h; GLP-1R form is constitutively active; Potency, µM (highest dose often 38.3 µM), for inactives: at the highest dose activity change, negative = inhibition, actives largely listed as inhibitors; note: potency is the fitted concentration of half-maximal effect; % is set by controls: 0 for no effect and ±100 for the full control effect; nearly all actives have a fitted effect of over 55% in size
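Seeding at 200 cells/uL, 12 h culture, 24 hr compound treatment, then luciferase reagent and a luminescence read; cells are HEK293 stably expressing a constitutively active GLP-1R plus cAMP-responsive luciferase.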
HEK293 tox – qHTS of GLP-1 Receptor Inverse Agonists: Cytotox Screen; HEK293 cAMP-luciferase reporter cells, luminescence, 24 h; actives 0.13% (n = 410,000); Potency, µM (series often up to 38.3 µM), inactives show top-dose activity change, negative = inhibition, hits mostly inhibitors;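 note: loss of luciferase light is scored as toxicity; potency is the fitted concentration of half-maximal effect; % is set by controls: 0 for no effect and ±100 for the full control effect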
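Cells in DMEM/10% Nu serum/1% pen-strep, 1536-well format. Pre-incubated 12 h, dosed with 23 nL compound, incubated a further 24 h. Luciferase detection, 12 min at room temp, luminescence.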
EPAC1 agonist – qHTS for Agonist of cAMP-regulated guanine nucleotide exchange factor 3 (EPAC1): primary screen; Rap guanine nucleotide exchange factor 3 (Homo sapiens), O95398; EPAC1 agonist qHTS, biochemical assay; response scale: 100% = response to 6.5 mM cAMP; Potency, µM (doses to about 154 µM), for the others: at the top dose activation, actives largely listed as activators; actives 0.073% (n = 360,000); note: potency is the fitted concentration of half-maximal effect; nearly all actives have a fitted effect of over 60% in size
Target sequence (O95398 whole entry, looked up): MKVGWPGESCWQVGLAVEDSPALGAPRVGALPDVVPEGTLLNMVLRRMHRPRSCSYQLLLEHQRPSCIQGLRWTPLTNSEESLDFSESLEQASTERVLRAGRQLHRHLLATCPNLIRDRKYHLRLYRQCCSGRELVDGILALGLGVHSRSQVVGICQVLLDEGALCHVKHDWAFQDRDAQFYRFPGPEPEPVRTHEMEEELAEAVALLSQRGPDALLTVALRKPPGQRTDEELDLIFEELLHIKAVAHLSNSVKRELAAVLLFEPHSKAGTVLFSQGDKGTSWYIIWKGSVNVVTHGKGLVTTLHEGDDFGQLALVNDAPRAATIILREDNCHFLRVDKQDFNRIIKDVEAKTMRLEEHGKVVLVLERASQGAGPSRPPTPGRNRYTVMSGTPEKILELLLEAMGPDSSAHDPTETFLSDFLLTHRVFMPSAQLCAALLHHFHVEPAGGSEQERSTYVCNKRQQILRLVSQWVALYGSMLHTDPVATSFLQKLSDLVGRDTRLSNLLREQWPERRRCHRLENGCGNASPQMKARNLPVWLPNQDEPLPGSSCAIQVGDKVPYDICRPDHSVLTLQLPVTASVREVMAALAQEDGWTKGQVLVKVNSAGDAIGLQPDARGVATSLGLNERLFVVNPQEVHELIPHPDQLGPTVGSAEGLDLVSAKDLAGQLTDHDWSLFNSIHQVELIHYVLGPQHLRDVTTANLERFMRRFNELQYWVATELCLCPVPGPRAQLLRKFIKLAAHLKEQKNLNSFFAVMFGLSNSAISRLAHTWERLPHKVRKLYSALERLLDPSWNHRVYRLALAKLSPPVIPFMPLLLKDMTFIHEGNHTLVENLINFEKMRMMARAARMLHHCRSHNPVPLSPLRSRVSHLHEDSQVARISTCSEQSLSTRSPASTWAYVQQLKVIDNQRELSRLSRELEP
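Compounds were pinned as a concentration titration into mixtures of EPAC1 (100 nM), BODIPY-GDP-loaded Rap1B (250 nM) and GDP (50 uM). After 5 min at room temperature, fluorescence was followed for 30 min; activity was scaled to 6.5 mM cAMP.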
PI5P4Ka inh – qHTS for Inhibitors of phosphatidylinositol 5-phosphate 4-kinase (PI5P4K). PI5P4Kalpha enzyme, ADP-Glo luminescence, 60 min; stronger effect = lower value. actives 1.2% (n = 330,000). max response, %. Phosphatidylinositol 5-phosphate 4-kinase type-2 alpha (Homo sapiens), P48426; active = max response of -50% or lower; inconclusive = between -30% and -50%; inactive = -30% or higher; note: value at the top dose of about 77 µM; % is set by controls: 0 for no effect and ±100 for the full control effect
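Human PI5P4Kalpha with substrate in 0.038 M HEPES pH 7.4, 0.28 mM EGTA, 0.1% CHAPS, 5% DMSO; reaction started with 5 microM ATP (final), 60 min at room temperature. ADP formed read by ADP-Glo luminescence.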
PLK1 PBD block – qHTS for Inhibitors of PLK1-PDB (polo-like kinase 1 - polo-box domain): Primary Screen | AID 720504, 2013 | actives 2.8% (n = 360,000) | Potency, µM, inactives show max response, negative = inhibition, hits mostly inhibitors | Serine/threonine-protein kinase PLK1 (Homo sapiens), P53350 | Plk1 PBD binding of FITC phosphopeptide, fluorescence polarization; note: potency is the fitted concentration of half-maximal effect; series mostly up to about 57 µM; % is set by controls: 0 for no effect and ±100 for the full control effect; nearly all actives have a fitted effect of over 65% in size
EPAC1 antagonist – qHTS for Antagonist of cAMP-regulated guanine nucleotide exchange factor 3 (EPAC1): primary screen; EPAC1 GEF assay, Rap1b-BODIPY-GDP exchange fluorescence; Potency, µM (series often up to 115 µM), inactives show at the highest dose activity change, negative = inhibition, actives largely listed as inhibitors; actives 0.14% (n = 360,000);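 note: potency is the fitted concentration of half-maximal effect; plate controls were vehicle for no effect and positive control for full effect; nearly all actives have a fitted effect of over 50% in size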
IL-2 act – qHTS of IL-2 Activators; IL-2 activation reporter assay, cell-based qHTS; stimulated with anti-CD3/CD4/CD28 beads; in transgenic mouse T cells; AID 652025, 2013; activation, % (series mostly up to about 46 µM); actives 0.065% (n = 360,000); in the data active = activation above about 50%; inconclusive = mostly about 30% to 49%; note: 0% is about no effect
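Unstimulated transgenic mouse T cells; 60-min compound exposure; bead-based TCR/CD4/CD28 stimulation; 18 h culture, 37 degrees C; dual fluorescence (EGFP, DsRed) plate cytometry.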
GLP1R ag – qHTS of GLP-1 Receptor Agonists; Glucagon-like peptide 1 receptor (Homo sapiens), P43220; HEK293 GLP-1R CRE-luciferase, luminescence, 4-6 h; cells express a hypersensitive GLP-1R form; Potency, µM (series often up to 45.6 µM), inactives show at the highest dose activation, most hits filed as activators; actives 0.007% (n = 380,000); AID 624172, 2012; note: potency is the fitted concentration of half-maximal effect; % of control where 0% means no effect
PTHR1 ag – qHTS for PTHR1 Agonists: Primary Screen; Parathyroid hormone/parathyroid hormone-related peptide receptor (Homo sapiens), Q03431; HEK293 GP2 PTHR1 cells, GloSensor cAMP luminescence, 1 h; Potency, µM (series often up to 115 µM), inactives show at the top dose activation, usual class: activators; actives 0.075% (n = 410,000); note: potency is the fitted concentration of half-maximal effect; nearly all actives have a fitted effect of over 55% in size; some results filed as inactive show a strong effect at the top dose; inactives centre near -15; many of its hits are not listed in these tables
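HEK-293-derived GP2 cells expressing PTHR1 and a GloSensor cAMP reporter, 3,000/well, plated overnight, given luciferin plus IBMX (each 0.5 mM as added) for 1 h at 37 °C, then compound for 1 h at 37 °C. Luminescence was read after 15 min at room temperature.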
* marks the source's active call; other numbers are inactive results; i = inactive; u = inconclusive; x = not tested or not shown; & = joins results of further samples; [ ] = dose if it differs, or a comment. Unless noted, calls come from the whole dose curve; as a rule, active = well fitted curve in the direction sought with a large enough effect; inconclusive = small, poorly fitted or top-dose-only effect, or another doubt; inactive = no such curve, though single readings can be large; an effect the other way counts as inactive or inconclusive.

SMILES	GLP1R inv ag	HEK293 tox	EPAC1 agonist	PI5P4Ka inh	PLK1 PBD block	EPAC1 antagonist	IL-2 act	GLP1R ag	PTHR1 ag
COc1ccc(-c2cc(C(=O)c3c(N)n(C)c(=O)n(C)c3=O)c3ccccc3n2)cc1OC	54%[activator]	2%	4%	0	-7%	u	-0.3	-3%	u
CC(Oc1ccc(C(=O)c2ccc(F)cc2)cc1)C(=O)N1CCOCC1 (stereo not drawn)	5%	18%	-25%	-5	-7%	-2%	1.1	-1%	-7%
O=C(CN1C(=O)NC(Cc2ccccc2)C1=O)Nc1ccc(F)c(Cl)c1 (stereo not drawn)	u	-1%	2%	-6	-8%	-3%	3.1	-2%	i
O=C(O)CSCC(=O)Nc1ccc(S(=O)(=O)N2CCCCC2)cc1	11%	2%	-1%	3	-3%	18%	0.2	6%	1%
O=C(CCCn1ncn2c(cc3occc32)c1=O)NCc1cccc(Cl)c1	19%	0%	7%	0	-8%	-2%	-0.6	2%	24%
O=C1CCCCC(=O)c2ccccc2N1	-1%	-8%	-3%	-2	-3%	5%	-2.0	6%	i
O=P(Cc1cccc2ccccc12)(c1ccccc1)c1ccccc1	u	-14%	1%	1	-13%	-13%	-0.8	13%	i
NS(=O)(=O)c1ccc(N/N=C/C=C/c2ccccc2[N+](=O)[O-])cc1	57%[activator]	-38%	8%	-1	6%	6%	-0.1	u	-20%
c1ccc2c(Cn3ccnc3)c[nH]c2c1	2%	-4%	14%	x	-7%	5%	-1.6	-4%	i
COc1ccc(NC(=O)c2ccc3c(c2)OCO3)cc1Cl	-15%	-14%	-7%	-14	-2%	13%	-2.7	-7%	-25%
CC(=O)c1c(C)[nH]c(C(=O)C(C)Sc2nnc(NC3CC3)s2)c1C (stereo not drawn)	16%	-5%	-1%	-1	1%	15%	-5.9	15%	-33%[inhibitor]
CCN1C(=O)/C(=C\c2cn(-c3ccccc3)nc2-c2cccnc2)SC1=S	6%	4%	2%	-6	1%	6%	3.0	6%	-5%
Cc1csc(NC(=O)CSc2nc3sc(C)c(C)c3c(=O)[nH]2)n1	6%	56%	-14%	-57*	2.4µM*	-19%	-0.7	-34%	-3%
COc1ccc(CN2CCOCCOCCOCCOCC2)cc1	0%	-4%	2%	-5	-14%	5%	3.2	16%	-3%
Cc1occc1C(=O)NNC(=S)NCc1ccc(Cl)cc1	u	-8%	-8%	0	-3%	-8%	-2.8	-1%	-41%
CCC(C)NC(=O)c1ccc2c(SCC(=O)O)c3c(nc2c1)CCCC3 (stereo not drawn)	25%	14%	-8%	-15	1%	10%	0.8	-3%	i
CCN(CC)CC(=O)NCC1(c2ccccc2)CCCC1	-29%	15%	4%	3	-12%	1%	-2.6	8%	i
CNC(=O)Cc1csc2ccc(Cl)cc12	-18%	-24%	7%	-5	-10%	5%	0.4	-2%	i
CCCCOCC1CC(CC#CCN2CCCCC2)C(=O)O1 (stereo not drawn)	-16%	8%	8%	-4	2%	11%	0.3	1%	i
CCOc1ccccc1CN1CCCC(CNC(=O)Cc2ccc(OC)cc2)C1 (stereo not drawn)	-1%	0%	18%	-1	-3%	16%	0.3	1%	-25%
Cc1ccc(S(=O)(=O)CCc2nnc(NC(=O)c3cccs3)s2)cc1	17%	19%[1.53 µM]	-10%	2	5%	21%	0.4	3%	-7%
COc1ccc(C(=O)NCCN2CCN(C(=O)c3ccc(OC)cc3)CC2)cc1	9%	8%	-1%	2	-6%	-3%	1.1	-4%	i
Cc1c(Cl)cccc1NC(=S)NC(=O)c1ccccc1	u	u	6%	1	0%	9%	-0.8	29%	-18%
Cc1ccc(C(=O)Nc2cnc3ccccc3c2)cc1	u	-24%	-14%	-5	-6%	7%	-1.7	-18%	-47%
Oc1ccc(-c2cn3c(n2)SCC3)cc1O	65%[activator]	-27%	-5%	-13	24µM*	u	0.8	0%	-3%
CCOc1ccccc1NC(=O)N1CCCC(c2nc3c(nnn3Cc3ccc(C)cc3)c(=O)[nH]2)C1 (stereo not drawn)	-10%	-13%	10%	x	-5%	-3%	-0.3	-2%	-32%[inhibitor]
Cc1cc(C)nc(NC2=NCC(=O)N2c2cc(Cl)cc(Cl)c2)n1	2%	20%	2%	1	-5%	2%	-2.8	1%	-7%
CN=C1N(C)C[C@@H]2[C@@H]3C(=O)N(C)C(=O)[C@@H]3[C@](C)(C(=O)OC)N12	12%	-8%	-11%	-1	-12%	14%	0.6	-5%	u
C=C(C)CN(CC)C(=O)c1ccc(OC2CCN(S(=O)(=O)N(C)C)CC2)cc1	9%	0%	4%	-1	-5%	-6%	-1.4	-8%	-31%[inhibitor]
c1cncc(CNc2ncnc3sccc23)c1	7%	-7%	-3%	-2	4%	13%	-2.7	7%	-14%

Three structures out of the list, arranged by length of the SMILES, lowest first:
SMILES	GLP1R inv ag	HEK293 tox	EPAC1 agonist	PI5P4Ka inh	PLK1 PBD block	EPAC1 antagonist	IL-2 act	GLP1R ag	PTHR1 ag
c1cncc(CNc2ncnc3sccc23)c1	7%	-7%	-3%	-2	4%	13%	-2.7	7%	-14%
C=C(C)CN(CC)C(=O)c1ccc(OC2CCN(S(=O)(=O)N(C)C)CC2)cc1	9%	0%	4%	-1	-5%	-6%	-1.4	-8%	-31%[inhibitor]
CN=C1N(C)C[C@@H]2[C@@H]3C(=O)N(C)C(=O)[C@@H]3[C@](C)(C(=O)OC)N12	12%	-8%	-11%	-1	-12%	14%	0.6	-5%	u

Other records
SMILES	GLP1R inv ag	HEK293 tox	EPAC1 agonist	PI5P4Ka inh	PLK1 PBD block	EPAC1 antagonist	IL-2 act	GLP1R ag	PTHR1 ag
Cc1cc(N2CCCC2)ccc1/C=C1/C(=O)N(C)C(=S)N1C	u	u	-3%	-2	9%	-7%	-7.7	4%	-26%
COc1ccccc1C(=O)Nc1ccc(Oc2nnc(-c3ccc(C)cc3)c3ccccc23)cc1	u	-26%	-5%	-22	-8%	-4%	-2.7	7%	-2%
COc1cccc(/C=C2\SC(=S)N(NC(=O)c3ccncc3)C2=O)c1	-23%	-1%	12%	1	-9%	-10%	0.3	-5%	3%
CCN(CC)CCOc1ccccc1OC	0%	6%	0%	-2	5%	13%	-0.6	3%&15%	-2%
CC(C)(C)/C(O)=C/c1nc2ccccc2[nH]c1=O	-1%	-11%	3%	-3	-2%	-4%	0.2	5%	-13%
COc1ccc(NC(=O)NCCCN2CCCC2=O)cc1	1%	15%	6%	1	-4%	-8%	-3.0	-11%	-10%
O=C1Nc2ccccc2CN2C(=O)c3cc(Cl)ccc3NC(=O)C12 (stereo not drawn)	-11%	-12%	10%	2	-7%	7%	-0.5	-5%	-12%
CC12CN3CCN(CC(C3)/C1=N/NC(=O)Nc1ccccc1)C2	3%	-1%	11%	-2	-7%	-7%	-2.6	0%	i
CCN(CC)C(=O)c1cc2c(=O)n3cccc(C)c3nc2s1	38%[activator]	16%	-3%	-7	5%	-5%	-4.9	17%	-8%
CCCCn1c(-c2ccco2)n[nH]c1=S	u	-16%	-6%	2	u	u	-0.1	2%	i
CCOc1ccc(CNC(=O)Cn2c(=O)c3cccn3c3ccccc32)cc1	2%&-1%	-7%&9%	8%	1	-18%	16%	0.7	-4%	i
CCC(NC(=O)C1C2C=CC(C2)C1C(=O)O)c1ccc(C)cc1 (stereo not drawn)	4%	5%	-5%	0	0%	-6%	-1.0	9%	-4%
Cn1cc(CC(=O)N2CCN(c3ccccc3F)CC2)c2ccccc21	u	5%	1%	-8	-12%	-11%	-2.1	18%	-14%
O=C(COC(=O)c1ccc(S(=O)(=O)N2CCCC2)cc1)Nc1cccc(Br)c1	-10%	-7%	0%	4	-16%	u	-0.6	-1%	-9%
O=C(COC(=O)/C=C/c1ccc2c(c1)OCO2)NCc1ccccc1	-24%	-5%	-3%	-7	3%	-3%	2.4	-8%	-24%
CCNc1cccc2c1C(=O)N(C)C2=O	11%	207%[activator]	u	x	24µM*	18%	2.1	4%	i
c1ccc(COc2nsnc2N2CCOCC2)cc1	1%	9%	-13%	-3	27µM*	-15%	-1.6	0%	-43%[inhibitor]
CCOC1=C2CN(S(=O)(=O)c3ccc(C)cc3)[C@H](c3ccccc3)C[C@@H]2N(S(=O)(=O)c2ccc(Br)cc2)[C@H](c2ccccc2)C1	28%	7%	6%	1	-7%	-4%	-0.1	0%	-3%
CCOC1=CC(=O)N(Cc2ccccc2)C1	8%	-8%	-2%	3	5%	-5%	2.1	-7%	i
CC(NC(=O)/C(C#N)=C/c1ccc([N+](=O)[O-])o1)c1ccccc1 (stereo not drawn)	u	-24%	-5%	u	24µM*	u	4.0	-4%	-91%[inhibitor]
CSCC[C@@H](C(=O)Nc1cccc(F)c1)N1Cc2ccccc2C1=O	-30%	-6%	x	x	x	x	x	-2%	-20%
CCCC(=O)c1ccc(N2CCN(C(=O)c3ccccc3)CC2)c(F)c1	u	-8%	-2%	2	-5%	-11%	-0.8	-11%	-15%
Cc1cccc(-c2n[nH]c(=S)n2/N=C/c2cccs2)c1	8%	u	-11%	-7	-15%	16%	2.3	-3%	-2%
Cc1cc(C)nc(SCc2ccc(Cl)cc2)n1	7%	3%	2%	4	-11%	-5%	0.3	11%	i
COc1cccc(N2CCN(C(=O)CCc3nnc4ccc(N5CCOCC5)nn34)CC2)c1	18%	-4%	-3%	14	-20%	5%	-3.3	-3%	-17%

Not all compounds are listed; the hit share may differ from the screen's.
